NSD2 inh: NSD2 (human) methyltransferase inhibition. 310,000 tested, 0.54% active. AID 743445. inhibition, % at 12.5 µM. NSD2 peptide methylation, AlphaScreen, 120 min; in the data active = inhibition above about 50%
CDK5 inh: inhibitors of human CDK5/p35 kinase; Q00535+Q15078; Recombinant CDK5/p35, ADP-Glo luminescence, 60 min; inhibition, % at 10 µM; 330,000 tested, 0.01% active; AID 488839;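 active = highest replicate inhibition of at least 50% and at least 75% of replicates reaching 50%; inconclusive = only one of the two criteria met; inactive = both criteria failed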;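 note: plate controls were DMSO neutral control for no effect and GW8510 at 10 µM for full effect; many of its hits are not listed in these tables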
Target sequence (Q00535 whole entry, looked up): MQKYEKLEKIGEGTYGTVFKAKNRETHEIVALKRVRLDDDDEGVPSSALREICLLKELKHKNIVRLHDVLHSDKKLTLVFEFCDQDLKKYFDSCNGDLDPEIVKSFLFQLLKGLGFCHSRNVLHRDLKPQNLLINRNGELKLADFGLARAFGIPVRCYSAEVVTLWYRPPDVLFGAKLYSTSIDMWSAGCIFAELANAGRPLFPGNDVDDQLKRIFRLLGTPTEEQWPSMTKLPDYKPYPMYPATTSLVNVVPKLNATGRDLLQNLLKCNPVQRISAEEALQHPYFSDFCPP
Target sequence (Q15078 whole entry, looked up): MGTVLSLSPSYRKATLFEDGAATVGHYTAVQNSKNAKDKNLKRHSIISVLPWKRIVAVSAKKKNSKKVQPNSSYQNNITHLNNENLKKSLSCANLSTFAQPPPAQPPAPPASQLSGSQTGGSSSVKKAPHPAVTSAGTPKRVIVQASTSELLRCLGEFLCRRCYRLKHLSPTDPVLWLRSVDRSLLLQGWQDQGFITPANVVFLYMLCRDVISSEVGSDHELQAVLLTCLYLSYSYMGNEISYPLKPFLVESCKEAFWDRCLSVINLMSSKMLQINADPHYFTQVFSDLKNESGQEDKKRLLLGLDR
Pemphigus Ab inh: inhibitors of pemphigus antibody binding to human desmoglein-3. P32926. DSG3-coupled beads, scFv-anti-DSG3-GFP binding, flow cytometry; active compounds read low. binding (percent of control), % at 10 µM. 310,000 tested, 0.48% active. AID 588358;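 active = binding more than 3 SD below its plate's average and above zero; inconclusive = below that plate limit but binding exactly zero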;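 note: hits lower antibody fragment binding to DSG3; some compounds called inactive have numbers as strong as hits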
PKA-R1A act: activates the PKA-R1A holoenzyme complex. P00514+P68181. PKA-R1A dissociation, Cy5-IP20 fluorescence polarization; scaled: DMSO 0%, 113 µM cGMP 100%. activation, % at 11.4 µM. 340,000 tested, 0.083% active. AID 504707;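 active = percent activation above the mean of all tested compounds plus 3 SD, cut at about 19% in these data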;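 note: higher means more PKAc released from R1A so a rise in polarization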
PKA-R2B act: activates the human PKA-R2B holoenzyme complex; P22694+P31323; PKA-R2B holoenzyme dissociation, Cy5-IP20 fluorescence polarization; R2B truncated from residue 108, S112A mutant; 0% DMSO only, 100% 113 µM cGMP; activation, % at 11.4 µM; 340,000 tested, 0.079% active; AID 504700;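 active = activation above a cutoff set at the mean over all compounds plus 3 SD, cut at about 18% in these data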;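 note: higher means more holoenzyme dissociation and a rise in polarization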
SR-BI DiI inh: inhibitors of mouse SR-BI mediated HDL lipid uptake; AID 488896; 320,000 tested, 0.96% active; inhibition, % at 12.5 µM; ldlA[mSR-BI] CHO cells, DiI-HDL uptake fluorescence, 3 h;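 active = mean replicate inhibition of at least 70% and a set share of replicates each scoring 70 or more; inconclusive = meets just one of the two criteria; inactive = fails both criteria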;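 note: 0% = median of neutral control wells and 100% = median of positive control wells; values of inactives mirror those of a sister screen read the other way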
MITF TRPM1 HTS: increases MITF-driven TRPM1 promoter luciferase signal. 300,000 tested, 0.75% active. SK-MEL-5 TRPM1-promoter luciferase, 24 h; % of positive control, neutral wells = 0. activation, % at 12.5 µM. AID 588334;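 active = mean activation of at least 80% with every replicate also reaching 80%; inconclusive = mean reaches 80% but some replicate falls short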;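 note: 0% = neutral control wells and 100% = parthenolide positive control wells; values of inactives mirror those of a sister screen read the other way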
SR-BI DiI-HDL act: SR-BI HDL lipid transfer activation | activation, % at 12.5 µM | AID 504775 | 320,000 tested, 0.096% active | CHO ldlA[mSR-BI] cells, DiI-HDL uptake fluorescence, 3 h; 100 = double the neutral-control signal;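 active = mean replicate activation of at least 60% and every replicate at or above 60%; inconclusive = mean or all-replicate condition met, but not both; inactive = mean below 60% and not all replicates reaching 60%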;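 note: 0% = median plate neutral-control signal and 100% = twice that signal; values of inactives mirror those of a sister screen read the other way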
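Test system: SR-BI-overexpressing, LDLR-lacking CHO cells; Also added: labelled HDL, 10 µg/mL; Measured by: bottom-read cell fluorescence after medium removal, ex 550/em 595 nm; Timing: 3 h uptake period with compound, 37 °C; Buffer or medium: F12, 0.5% BSA, 25 mM HEPES; Doses: single compound concentration, delivered by pin transfer.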
SUMO Mot1 rescue: SUMOylation pathway inhibition by Mot1-301 growth rescue. S. cerevisiae Mot1-301 growth rescue, ATP luminescence, 38.5C; percent above DMSO median, 100 means doubled. 320,000 tested, 1% active. AID 2716. growth rescue, % at 18.8 µM;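 active = every valid replicate shows activation above 250% relative to neutral control wells; inactive = the rest, any valid replicate at or below 250%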;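 note: OY570 slx delta 5 strain wells were the positive control but not used for scaling; some compounds called inactive have numbers as strong as hits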
dFosB activator: enhances mouse delta FosB homodimer DNA binding | P13346 | purified delta FosB, TAMRA-CDK5 oligo fluorescence polarization; percent of positive-control signal above neutral wells | activation, % at 25 µM | 340,000 tested, 0.99% active;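 active = mean activation above about 17%, with every replicate also reaching it, limit read from the data, passing the limit was not always enough; inconclusive = only one of the two conditions met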;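 note: fluorescence polarization rise as delta FosB binds a TAMRA Cdk5 AP-1 oligo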
Target sequence (P13346 whole entry, looked up): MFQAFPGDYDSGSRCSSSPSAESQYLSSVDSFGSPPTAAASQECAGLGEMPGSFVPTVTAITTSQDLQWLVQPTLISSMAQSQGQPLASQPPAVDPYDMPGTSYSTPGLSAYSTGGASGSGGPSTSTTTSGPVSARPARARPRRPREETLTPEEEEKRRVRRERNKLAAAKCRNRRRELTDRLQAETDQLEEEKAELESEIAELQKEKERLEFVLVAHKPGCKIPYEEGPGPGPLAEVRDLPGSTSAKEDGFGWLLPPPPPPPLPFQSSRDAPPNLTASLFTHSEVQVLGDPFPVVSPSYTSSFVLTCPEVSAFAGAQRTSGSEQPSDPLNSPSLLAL
Arr AP2 block: blocks beta-arrestin peptide binding to AP2 adaptin; FITC-arrestin peptide / GST-AP2 beads, flow cytometry; AP2 beta2 appendage carries R879A mutation; inhibition, % at 10 µM; 340,000 tested, 0.31% active; AID 504490;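 active = inhibition above a set limit, near 3 SD of compounds lacking own fluorescence, cut at about 54% in these data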;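 note: plate controls were DMSO wells for no effect and 5 µM unlabelled arrestin peptide for full effect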
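System: GST-AP2 R879A glutathione beads. Medium: PBS with 0.05% Tween 20 and 0.1% BSA. Also added: FITC-arrestin peptide, 50 nM. Incubation: 12 min plus 1 h, RT. Measured by: high-throughput flow cytometry of beads, ex 488, em 535 nm. Evaluation: percent drop in bead-associated FITC signal.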
* = called active by the depositor; ? = inconclusive; nt = not tested or not shown.

SMILES | NSD2 inh | CDK5 inh | Pemphigus Ab inh | PKA-R1A act | PKA-R2B act | SR-BI DiI inh | MITF TRPM1 HTS | SR-BI DiI-HDL act | SUMO Mot1 rescue | dFosB activator | Arr AP2 block
COCCn1c(C)cc(C(=O)CSc2nncn2-c2ccccc2)c1C | 1 | -0.9 | 103 | 0 | 3 | -15 | nt | 15 | -17 | 3 | 0
COCCn1c(N)c(N(Cc2ccccc2)C(=O)COc2ccc(F)cc2Cl)c(=O)[nH]c1=O | 0 | 2.8 | 105 | 20* | 0 | 0 | 3 | 0 | 5 | -4 | 0
CCN(CC)S(=O)(=O)c1ccc(NC(=O)Cn2cnc3ccccc3c2=O)cc1 | -5 | -0.5 | 100 | -2 | -14 | 25 | nt | -25 | -14 | -13 | -7
Cc1cc2oc(=O)cc(CN3CCOCC3)c2cc1C(C)C | -2 | 0.1 | 104 | -8 | -12 | 13 | -1 | -13 | -8 | -10 | -2
CSc1nnc(-c2ccc(Br)s2)n1C | 0 | 1.3 | 123 | -11 | -7 | -4 | nt | 4 | -1 | -2 | 6
Cc1cc(C(=O)Nc2c(C)n(C)n(-c3ccccc3)c2=O)c(C)o1 | -5 | 1.4 | 106 | 9 | -1 | -30 | 3 | 30 | -5 | 4 | 4
CCO[C@H]1OC(C(=O)N2CCN(Cc3ccc4c(c3)OCO4)CC2)=C[C@@H](C2CC2)[C@@H]1CCCO | nt | 1.6 | 97 | -3 | 1 | 17 | -5 | -17 | 181 | -4 | 1
COc1cccc(C(C(=O)NC2CCCCC2)N(Cc2ccco2)C(=O)c2ccccn2)c1 (stereo not drawn) | 1 | -1.4 | 111 | -3 | -3 | nt | 6 | nt | 4 | -9 | 1
C(=NCCCN1CCOCC1)c1ccc2c(c1)OCO2 | -4 | -0.2 | 109 | -3 | 0 | -23 | -2 | 23 | -16 | -1 | 3
COc1ccc(/C=C(\C#N)C(=O)ONC2=NCCCCC2)cc1 | 3 | -0.2 | 109 | 1 | -13 | 6 | -16 | -6 | 41 | -6 | 1
CC(=O)Nc1cccc(NC(=O)CCNC(=O)c2ccc(Cl)cc2)c1 | -1 | 0.8 | 101 | -4 | 2 | -37 | -1 | 37 | 107 | 0 | 27
O=C1c2ccccc2NC(c2cccc(O)c2)N1c1ccccc1 (stereo not drawn) | 0 | -0.8 | 103 | 0 | -3 | 1 | -2 | -1 | -12 | -7 | -6
O=C(CCSc1ccccc1)NC(=O)COC(=O)C1CCCCC1 | -2 | -0.3 | 101 | -9 | -7 | -9 | -7 | 9 | -11 | -10 | 3
COc1ccccc1/C=C/C(C)=O | -1 | 1.2 | 101 | 0 | -10 | -27 | 0 | 27 | 106 | -7 | -7
S=C1NC2=C(C(c3ccc(Br)cc3)N1)N1CCC2CC1 (stereo not drawn) | 0 | 1.0 | 109 | -13 | -9 | 58 | -6 | -58 | 16 | 2 | 1
COc1ccc2nc(NC(=O)c3ccccc3C(=O)O)sc2c1 | 0 | 0.2 | 94 | -1 | -4 | -14 | 2 | 14 | -2 | -9 | 26
Cc1nc2ccc(NC(=O)c3ccc(Cl)nc3)cc2s1 | 0 | 0.6 | 116 | 2 | 1 | 40 | 14 | -40 | 5 | -16 | 4
CCC(CC)C(=O)c1c[nH]c(C(=O)NCCOC)c1 | 0 | -0.2 | 105 | -8 | -5 | 5 | -10 | -5 | -1 | -7 | 9
O=C(CSc1nnc(COc2ccccc2)o1)Nc1ccc(F)cc1 | -3 | 1.3 | 124 | 3 | 0 | nt | -2 | nt | 11 | -2 | 3
O=S(=O)(CCc1nnc(-c2ccccc2)o1)c1ccc2ccccc2c1 | -4 | 0.3 | 95 | -10 | -3 | -14 | 5 | 14 | 12 | -7 | -2
CCCCn1c(N)c(N(CCOC)C(=O)COC(=O)CCOc2ccc(C)cc2)c(=O)[nH]c1=O | -2 | -7.4 | 104 | -7 | -2 | -7 | 0 | 7 | 12 | -2 | -20
Cc1c(N=C2N=C(NC(=O)Nc3ccc(Cl)cc3)c3ccccc32)c(=O)n(-c2ccccc2)n1C | -1 | 2.1 | 102 | 9 | -3 | 19 | -46 | -19 | 4 | 38* | -13
O=C(CN1C(=O)c2cccc3cccc(c23)C1=O)N1CCOCC1 | -2 | -1.6 | 94 | 8 | 1 | -5 | -2 | 5 | 6 | 2 | -5
O=C(COc1ccc(Cl)cc1)Nc1nc(-c2ccc(S(=O)(=O)N3CCOCC3)cc2)cs1 | -1 | -12 | 99 | 1 | 2 | 70 | -4 | -70 | -1 | -12 | -1
O=C(CNC(=O)c1ccco1)OCC(=O)c1ccc([N+](=O)[O-])cc1 | -2 | 1.1 | 105 | -2 | -7 | -13 | 4 | 13 | 73 | 2 | 31
CCOC(=O)c1c(-c2ccccc2)csc1NC(=O)c1ccc(N2C(=O)CCC2=O)cc1 | 0 | -1.0 | 90 | -2 | -11 | 60 | 1 | -60 | 4 | -2 | 7
Nc1ccccc1C(=O)NCc1ccccc1 | -3 | -0.5 | 115 | -8 | 1 | 3 | -5 | -3 | 4 | 6 | 2
O=C1C[C@@H]2c3c(cccc3CN1Cc1ccccc1F)C[C@@H](O)[C@H]2O | nt | 0.9 | 95 | -4 | 12 | -11 | 6 | 11 | nt | 2 | 5
COc1ccccc1NS(=O)(=O)c1ccc(C(=O)NCc2ccc(S(N)(=O)=O)cc2)cc1 | 29 | 1.7 | 98 | -14 | -4 | 49 | 7 | -49 | 10 | -2 | -6
CCOC(CNC(=O)c1cccc([N+](=O)[O-])c1)OCC | -2 | -0.2 | 112 | 9 | 11 | -4 | 0 | 4 | -2 | 3 | -26
Cc1ccc(C)n1-c1ccc(C(=O)NN)s1 | -1 | 0.9 | nt | -2 | -2 | 35 | -3 | -35 | -12 | nt | -9
O=c1c2ccccc2c(-c2ccc(Cl)cc2)nn1-c1ccccc1 | 3 | -0.6 | nt | -3 | -9 | 0 | nt | 0 | -24 | -11 | -5
Cc1ccc(-n2c(O)c(C=Nc3ccc4c(c3)OCO4)c3ccccc3c2=O)cc1C | 43 | 1.3 | nt | -2 | 5 | 40 | -2 | -40 | -6 | -13 | 8
O=[N+]([O-])c1ccccc1/C=N/OCc1ccccc1 | 1 | -0.6 | 113 | 0 | 0 | nt | 101* | nt | 2 | 3 | 14
COc1ccc(NC(=O)c2cccnc2C(=O)O)c(OC)c1 | 0 | -0.2 | 101 | -5 | -2 | -28 | -4 | 28 | -3 | 2 | 10
CC(=O)Nc1ccc(S(=O)(=O)NNC(=O)COc2ccc(Cl)cc2Cl)cc1 | 0 | 1.2 | 92 | -14 | -9 | -202 | 5 | ? | nt | -1 | -24
CN1CCN(C(=O)C2=C[C@H](C3CCCCC3)C[C@H](OCc3ccc(CO)cc3)O2)CC1 | nt | -0.1 | 107 | -17 | -6 | -32 | 9 | 32 | 1 | 2 | 12
O=C(NCCn1cccn1)c1ccc(OC2CCN(C(=O)C3CC3)CC2)cc1 | -2 | 1.4 | 106 | -7 | 12 | 6 | 5 | -6 | 9 | 0 | 10
CC(CNC(=O)CCn1ccc2cc(S(=O)(=O)N3CCCC3)ccc21)c1ccccc1 (stereo not drawn) | -4 | 0.7 | 101 | 13 | -3 | 1 | -11 | -1 | 18 | -12 | 24
CCOC(=O)c1ccc(NS(=O)(=O)c2cc3c(cc2C)NC(=O)CO3)cc1 | -3 | 0.9 | 95 | -12 | -4 | -2 | -7 | 2 | -16 | -2 | -2
CCOC(=O)c1ccc(NC(=S)NCCc2ccccc2)cc1 | 1 | -0.8 | 117 | -11 | 1 | 4 | -19 | -4 | 4 | -11 | 5
CNc1nnc(SCC(=O)c2c(N)n(C3CC3)c(=O)[nH]c2=O)s1 | 7 | -0.8 | nt | 3 | 2 | -11 | -3 | 11 | nt | -5 | 20
COCCN(CCOC)C(=S)Nc1ccccc1Cl | -2 | -0.4 | 85 | 6 | -5 | 1 | 3 | -1 | 5 | -2 | -1
CCCCN1C(=O)C(=O)N(CC(=O)Nc2cc(OCC)c(N3CCOCC3)cc2OCC)C1=O | -2 | 1.3 | 102 | -1 | -2 | -12 | -4 | 12 | nt | -1 | 36
CCc1ccc(-n2c(=O)c3ccc(C(=O)NCCc4ccccc4)cc3n(CC(N)=O)c2=O)cc1 | -4 | -5.9 | 96 | -9 | -5 | 13 | -4 | -13 | -10 | ? | 1
O=C1OC2CC3CC1CC(O)(C3)C2 (stereo not drawn) | 0 | -1.4 | 96 | -8 | -1 | -24 | nt | 24 | 1 | 2 | 28
CC(Oc1cc(C(F)(F)F)cc(C(F)(F)F)c1)C(=O)NC(N)=O (stereo not drawn) | 1 | 0.5 | 103 | -2 | -12 | -4 | 4 | 4 | -3 | 1 | 24
CCN(CC)CCN=C1CCCc2ccccc2N1 | 1 | -1.3 | 100 | -13 | -11 | -15 | 13 | 15 | -16 | 6 | -9
CCOC(=O)CSc1ccc(S(=O)(=O)N2CCCCC2)cc1[N+](=O)[O-] | -4 | -0.1 | 96 | -3 | -5 | 0 | -15 | 0 | -10 | -2 | 0
COC(=O)c1ccccc1NC(=O)c1cc(-c2ccc(O)cc2)on1 | nt | 1.9 | 81 | 0 | -3 | -5 | nt | 5 | -3 | ? | 3
CCC(C)(C)n1nnnc1CN(Cc1ccco1)Cc1cc2cc3c(cc2[nH]c1=O)OCO3 | nt | -0.2 | 94 | -4 | -11 | 5 | 5 | -5 | 7 | 0 | -10
CCn1cc(CN2CCCC(CNS(=O)(=O)c3cccc4cccnc34)C2)cn1 (stereo not drawn) | -3 | -1.0 | 101 | 7 | 3 | -22 | -5 | 22 | -23 | -6 | -4

Screens from PubChem.

This is a random part of the collection; about 4.7% have a hit in one of these screens.
